# Screening data deposited in PubChem by Broad Institute.
# PAX8 reporter – inhibitors of PAX8 transcriptional activity in RMG-I cells. 360,000 compounds, 1.2% hits. inhibition, % at 12.6 µM. RMG-I TPO-luciferase reporter, SteadyGlo, 24 h. AID 652154;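 active = mean replicate inhibition at least 60% with every replicate also reaching 60%; inconclusive = only one of the two criteria is met; inactive = mean below 60% and not all replicates reaching 60%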;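 also: luciferase light reporting Pax8 driven TPO promoter activity; plate controls were median of neutral control wells for no effect and mitoxantrone controls for full effect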
# EWS-Fli inh – blocks EWS/Fli oncoprotein-driven transcription; inhibition, % at 12.6 µM; 350,000 compounds, 0.67% hits; A673 NR0B1-luciferase reporter, viability-normalised;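 active = mean inhibition of at least 50% after viability correction, with every replicate also passing that limit; inconclusive = mean reaches 50% but only one of two replicates passes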;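 also: firefly luciferase signal divided by Alamar Blue viability fluorescence both relative to DMSO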
# miR122 inh – inhibitors of miR-122 in Huh7 cells | Huh7 miR-122 Renilla luciferase sensor, 48 h; neutral wells = 0, positive control = 100 | activation (reporter increase), % at 12.5 µM | 340,000 compounds, 0.3% hits;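 active = mean replicate activation score at least 90 and every replicate individually at or above 90; inconclusive = only one of the two criteria met; inactive = neither criterion met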;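 also: higher luciferase means less miR-122 activity so hits act as miR-122 inhibitors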
# FN deposition inh – fibronectin deposition inhibition; AH1F fibroblasts, Alexa488-fibronectin deposition fluorescence, overnight; inhibition, % at 12.6 µM; 350,000 compounds, 0.086% hits; AID 743247;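 active = mean inhibition across replicates of 30% or more, regardless of how many single replicates reach that level; inconclusive = mean under 30% yet at least half of replicates reach 30%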;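 also: positive control wells lacked labelled fibronectin entirely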
#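 test system = AH1F fibroblasts assembling fluorescent fibronectin matrix | quantity = 10000 AH1F cells per well | buffer or medium = DMEM plus 2% serum, read in PBS | doses = single dose, pinned | incubation = 1 h cell attachment, overnight exposure to compound and label | detection = fluorescence at 485 nm excitation, 525 nm emission | read-out basis = inhibition from reduced deposited-fibronectin fluorescence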
# CFTR F508del cor – CFTR F508del correction in bronchial cells; CFBE cells, YFP halide quenching; stimulated with forskolin plus potentiator P3; % fluorescence drop versus neutral controls; activity (quench increase), % at 7.58 µM; 350,000 compounds, 0.36% hits; AID 720511;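 active = mean added fluorescence quench of at least 8% versus neutral control, with both replicates also reaching 8%; inconclusive = only one of the mean or replicate conditions met; inactive = mean below 8% and not both replicates reaching 8%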;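 also: cells transiently co-express mutant CFTR-F508del with the halide-sensitive YFP; corrector assay measuring rescue of mutant channel to the surface after 24 h compound exposure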
# INS-1E GSIS act – GLuc luminescence reporter in INS-1E cells, primary screen for activators of glucose-dependent secretion of insulin | INS-1E GLuc reporter insulin secretion, 2-3 h | activation, % at 16.6 µM | 370,000 compounds, 0.61% hits | AID 743287;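 active = lowest replicate activation of at least 40%, so every replicate reaches that level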;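 also: 0% = median of neutral control wells and 100% = median of IBMX positive control wells; some compounds called inactive have numbers as strong as hits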
# DENV2 CPE – inhibitors of DENV2 cytopathic effect | DENV2-infected cells, cytopathic effect rescue, plate reader | CPE inhibition, % at 9.99 µM | 350,000 compounds, 1.7% hits | AID 651640; in the data active = CPE inhibition above about 20%, passing the limit was not always enough; inconclusive = no clear call, values can overlap the other calls; tested in BHK-21 cells;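 also: 0% = median of neutral control wells and 100% = median of positive control wells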
# * hit, by the source's call; ? = inconclusive; · = not tested or not shown; & = joins results of further samples; [ ] = another dose, or the depositor's remark.
1	COC(=O)c1cn(CC(=O)Nc2ccc(OC)cc2)c2ccccc12
2	Nc1nnc(N2CCCCCC2)s1
3	CSc1ccc(/C=C(/NC(=O)c2ccccc2)C(=O)NCCCn2ccnc2)cc1
4	O=C(CCN1CCCCC1)N[C@H]1CC[C@@H](CCn2cc(-c3cccc(F)c3)nn2)O[C@@H]1CO
5	OC[C@@H]1CN(C2CCCC2)C[C@H](n2cnc3c(NC4CCC4)ncnc32)O1
6	COc1ccc(NC(=O)N(C)C[C@H]2Oc3ccc(NC(=O)CCC(F)(F)F)cc3C(=O)N([C@@H](C)CO)C[C@H]2C)cc1
7	CN(Cc1cccs1)C(=O)c1ccc(S(=O)(=O)N2CCCCC2)cc1
8	O=C1CCC(C(=O)OCc2cc(Cl)ccc2OC(F)F)N1 (stereo not drawn)
9	COc1ccc(NC(=O)c2cccc(Oc3ccccc3)c2)cn1
10	CN1C(=O)C(=O)/C(=C(/O)c2ccc(Br)cc2)C1c1ccc(F)cc1 (stereo not drawn)
Screen / compound no.,1,2,3,4,5,6,7,8,9,10
PAX8 reporter,9,·,-5,-12,-11,20,-8,7,19,24
EWS-Fli inh,11,·,4,-10,14,-1,-4,·,·,6
miR122 inh,8,-5,113*,·,-6,4[16.7 µM],·,-2,-3,-3
FN deposition inh,-7,-5,-2,2,-1,·,-1,4,-12,-1
CFTR F508del cor,0.2,·,-1.6,0.2,2.4,-0.2,-3.1,·,-0.7,3.0
INS-1E GSIS act,-10,-7,21,10,21,4,-4,·,-2,0
DENV2 CPE,-5,·,2,2,15,-3,2,·,0,0

11	COc1ccccc1-c1ccc2c(c1)O[C@@H](CN(C)C)[C@@H](C)CN([C@H](C)CO)S2(=O)=O
12	Cc1c(CCC(=O)O)c(=O)oc2c(C)c(OCc3ccccc3Cl)ccc12
13	CCOc1ccc(NC(=S)c2ccncc2)cc1
14	CC(C)C(NS(=O)(=O)c1ccc2c(c1)oc(=O)n2C)C(=O)N1CCN(Cc2ccccc2)CC1 (stereo not drawn)
15	Nc1ccn(Cc2cccc(F)c2)n1
16	Nc1[nH]c(C(=O)c2ccccc2)c(-c2cccc3ccccc23)c1C(=O)NCc1ccc(Cl)cc1Cl
17	O=[N+]([O-])c1ccc2oc(-c3ccccc3)nc2c1
18	CCN(CC(=O)NCc1ccc(Cl)cc1)C(=O)c1cc(S(=O)(=O)NCc2ccccc2)ccc1C
19	CC(C)c1ccc(N2C(=O)C3C4C=CC(CC4)C3C2=O)cc1 (stereo not drawn)
20	COc1ccc(S(=O)(=O)N(NC2=NS(=O)(=O)c3ccccc32)C(=O)C(C)C)cc1
Screen / compound no.,11,12,13,14,15,16,17,18,19,20
PAX8 reporter,·,-31,2,9,-5,-16,-34,17,-17,-10
EWS-Fli inh,-3,12,·,-1,7,-12,-67,13,-12,2
miR122 inh,-2[16.7 µM],-7,·,-5,4,·,·,53,1,-7
FN deposition inh,-6,1,0,-3,6,7,4,0,11,8
CFTR F508del cor,0.6,9.0*,·,-1.4,-1.9,1.4,2.3,3.5,-2.7,-0.3
INS-1E GSIS act,10,1,-20,4,8,21,-16,-17,2,10
DENV2 CPE,8,-6,·,-2,·,7,-4,7,13,3

# Rewritten field by field: entries from further up
11. COc1ccccc1-c1ccc2c(c1)O[C@@H](CN(C)C)[C@@H](C)CN([C@H](C)CO)S2(=O)=O
  PAX8 reporter = ·
  EWS-Fli inh = -3
  miR122 inh = -2[16.7 µM]
  FN deposition inh = -6
  CFTR F508del cor = 0.6
  INS-1E GSIS act = 10
  DENV2 CPE = 8
13. CCOc1ccc(NC(=S)c2ccncc2)cc1
  PAX8 reporter = 2
  EWS-Fli inh = ·
  miR122 inh = ·
  FN deposition inh = 0
  CFTR F508del cor = ·
  INS-1E GSIS act = -20
  DENV2 CPE = ·
15. Nc1ccn(Cc2cccc(F)c2)n1
  PAX8 reporter = -5
  EWS-Fli inh = 7
  miR122 inh = 4
  FN deposition inh = 6
  CFTR F508del cor = -1.9
  INS-1E GSIS act = 8
  DENV2 CPE = ·
19. CC(C)c1ccc(N2C(=O)C3C4C=CC(CC4)C3C2=O)cc1 (stereo not drawn)
  PAX8 reporter = -17
  EWS-Fli inh = -12
  miR122 inh = 1
  FN deposition inh = 11
  CFTR F508del cor = -2.7
  INS-1E GSIS act = 2
  DENV2 CPE = 13

# Next section
21	Cc1ccsc1/C=N/Nc1ccc(Cl)nn1
22	O=C(Nc1ccccc1)OCCCCOC(=O)Nc1ccccc1
23	CC(=O)Nc1ccc2c(c1)C(=O)N(C)[C@@H]1CC[C@@H](CC(=O)NCc3ccc(F)cc3)O[C@@H]1CO2
24	C/C=C/c1ccc([C@@H]2[C@H](CO)N(CC3CC3)C23CN(S(=O)(=O)CC)C3)cc1
25	COc1ccc(-c2ccc([C@@H]3[C@@H](CO)N4C(=O)CN(C(=O)C5CCCC5)C[C@@H]34)cc2)cc1
26	COc1ccccc1S(=O)(=O)N[C@@H]1CC[C@@H](CCn2cc(C3CC3)nn2)O[C@@H]1CO
27	Cc1cc(Cl)cc2sc(=S)[nH]c12
28	CCOc1c2ccc(C(=O)NCCc3cccs3)cc2nn1CC
29	COc1cc(-c2ccc(NC(C)=O)c(OC)c2)ccc1NC(C)=O
30	CCCCc1nc(SCCN2CCOCC2)c2c(=O)n(C)c(=O)n(C)c2n1
Screen / compound no.,21,22,23,24,25,26,27,28,29,30
PAX8 reporter,-18,·,-6,·,1,-3&6,-5,-166,5,-8
EWS-Fli inh,-28,0,2,·,-12,-10&-5,1,-124,-2,4
miR122 inh,3,-4,9[16.7 µM],·,·,·,-6,-4,-16,·
FN deposition inh,-3,-4,3,2,3,-8&1,-2,-8,5,-1
CFTR F508del cor,4.9,2.0,-2.8,-4.2,0.9,-3.6&-2.7,-3.3,-0.6,0.7,-0.8
INS-1E GSIS act,-1,-12,3,5,-10,-2&8,·,7,-9,-2
DENV2 CPE,-5,-4,-2,-11,?,-8&-7,1,-6,7,-3

31	CCCCCCCCN1C(=O)[C@H](CC(=O)NCCCOC)C[C@@]2(C(=O)OC)CC(C)(C)CC=C12
32	CO[C@@H]1CN(C)C(=O)c2cc(NC(=O)c3ccc(F)cc3)ccc2OC[C@@H](C)N(C(=O)CN(C)C)C[C@H]1C
33	Cc1cc(=O)oc2c(CN3CCCC3)c(O)c(Cl)cc12
34	COc1ccc(/C=N/NC(=O)c2cc(-c3ccc4c(c3)OCO4)n[nH]2)cc1OC
35	Cc1cc(C)nc(N/N=C/c2cccc3ccccc23)n1
36	CC(C)CC(=O)Nc1ccc(Oc2ccc(NC(=O)CC(C)C)cc2)cc1
37	c1ccc2[nH]c(SCc3cn4cccnc4n3)nc2c1
38	C[C@@H](O)C#Cc1ccc([C@@H]2[C@H](CO)N3CCCCN(C(=O)c4cccc(F)c4)C[C@@H]23)cc1
39	CCOC(=O)N1CCN(S(=O)(=O)c2ccc(F)cc2)CC1
40	CCn1cc(Cl)c(C(=O)Nc2ccc3c(c2)OCCO3)n1
Screen / compound no.,31,32,33,34,35,36,37,38,39,40
PAX8 reporter,-2,9,8,52,82*,1,-7,3,·,-101
EWS-Fli inh,8,2,11,39,-39,·,·,2,-1,-16
miR122 inh,·,·,4,·,·,7,·,4[16.7 µM],-1,·
FN deposition inh,-10,-9,4,·,-1,·,31*,·,·,·
CFTR F508del cor,1.8,1.3,0.5,·,-1.2,·,·,2.0,-0.5,-2.5
INS-1E GSIS act,·,14,8,49*,1,14,-2,15,4,21
DENV2 CPE,?,-6,-5,-9,6,·,·,1,-1,-2

41	COCCC(=O)N1CCC(Oc2ccc(C(=O)N3C[C@@H](C)O[C@@H](C)C3)cc2)CC1
42	C[C@@H]1CN([C@@H](C)CO)C(=O)Cc2cc(NS(=O)(=O)c3ccccc3)ccc2O[C@@H]1CN(C)Cc1ccc(-c2ccccc2)cc1
43	O=C1CC(NCc2ccc(F)cc2)C(=O)N1c1ccccc1 (stereo not drawn)
44	O=C(NNC(=O)c1cc(Br)c(Br)s1)c1csc(N2CCOCC2)n1
45	CC(C)c1ccccc1NC(=O)COC(=O)Cc1ccsc1
46	COc1ccc(C(=O)c2c3ccccc3[n+]([O-])n2Cc2ccc(C(N)=O)cc2)cc1
47	O=C1NC[C@H](CCCCN2C[C@H](Cc3ccccc3)N(CCc3ccccc3)C(=O)C2=O)N(CC2CCCCC2)C1=O
48	C[C@@H]1CN([C@@H](C)CO)C(=O)c2cc(-c3cccc(F)c3)cnc2O[C@H]1CN(C)C
49	CN1C(=O)c2cc(NC(=O)c3ccc(Cl)cc3)ccc2OC[C@H]2O[C@H](CC(=O)NCc3cccc(F)c3)CC[C@@H]21
50	Cc1cccc(N2CCN(CC(=O)NCc3ccc(Cl)cc3)CC2)c1C
Screen / compound no.,41,42,43,44,45,46,47,48,49,50
PAX8 reporter,·,0,-4,-2,21,-10,4,·,-8,-7
EWS-Fli inh,-13,16,-3,8,8,5,2,-8,9,7
miR122 inh,·,-3[16.7 µM],0,·,0,·,·,15[16.7 µM],-25[16.7 µM],·
FN deposition inh,-9,·,3,·,-12,-14,-5,-4,8,-5
CFTR F508del cor,-0.7,-0.6,-0.3,-3.4,·,-1.6,1.4,-1.9,1.8,2.2
INS-1E GSIS act,·,-2,-3,-5,3,-10,-4,14,1,-7
DENV2 CPE,-4,44*,4,9,-1,1,18,7,?,-3

51	O=C(Nc1ccccn1)c1ccc2c(=O)n3c(nc2c1)CCCCC3
52	Cc1cc(C)cc(NC(=O)Nc2cc(S(=O)(=O)N(C)C)ccc2C)c1
53	O=C(c1ccc(F)cc1)N1CC(=O)N2[C@H](CO)[C@H](c3ccc(C#CCC4CCCC4)cc3)[C@@H]2C1
54	Cc1ccc(NC(=O)c2ccco2)nc1
55	OC(COc1ccccc1Br)CN1CCNCC1 (stereo not drawn)
56	CSCCC(NC(=O)c1ccco1)C(=O)Nc1cc(C)ccn1 (stereo not drawn)
57	C[C@H](CO)N1C[C@H](C)[C@@H](CN(C)C(=O)Nc2ccc(C(F)(F)F)cc2)Oc2ccc(NC(=O)Nc3ccc(C(F)(F)F)cc3)cc2CC1=O
58	O=C(NC1(C(F)(F)F)C(=O)Nc2c1c(=O)[nH]c(=O)n2-c1ccccc1)c1cccnc1 (stereo not drawn)
59	COC(=O)[C@@]12CCCCN1[C@H](c1ccc(-c3ccc(OC)cc3)cc1)[C@@H]1C(=O)N(C)C(=O)[C@@H]12
60	CO[C@@H]1CN(C)C(=O)c2cc(NC(=O)C3CC3)ccc2OC[C@H](C)N(C(=O)CN2CCOCC2)C[C@H]1C
Screen / compound no.,51,52,53,54,55,56,57,58,59,60
PAX8 reporter,-109,14,12,-115,-7,-61,10,14,7,-9
EWS-Fli inh,-4,9,-1,-32,-1,-62,-3,·,9,5
miR122 inh,-6,12,·,0,2,-11,20[16.7 µM],-2,·,·
FN deposition inh,-6,4,-17,·,0,7,·,-1,10,-1
CFTR F508del cor,0.6,·,1.5,-2.6,1.3,-0.6,-1.7,·,-1.3,-1.6
INS-1E GSIS act,0,-18,-22,13,6,10,-4,·,-23,7
DENV2 CPE,0,4,3,-2,19,2,-22,·,10,-4
